Compound activity (PubChem BioAssay)
ELG1 repair inh = ELG1-dependent DNA repair inhibition. HEK293T ELG1-luciferase reporter, luminescence, 16 h; DNA damage induced by 5-fluorouridine. Potency, µM (titrated, usually from 46.1 µM), inactives show at the highest dose activity change, negative = inhibition, hits mostly inhibitors. actives 2.3% (n = 330,000). AID 504467; further: potency means the concentration at half of the fitted maximal effect; on the % scale 0 is the no-effect control and ±100 the full control effect; nearly all actives have a fitted effect of over 55% in size
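5-Fluorouridine DNA damage + compound/DMSO, 2,000 cells/well, 16 h, 37 °C/5% CO2. ONE-Glo, 30 min RT, luminescence. Readout = decrease in reporter signal.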
USP2a block = blocks human ubiquitin-specific protease USP2a | actives 0.01% (n = 330,000) | AID 463254 | USP2 core, Ub-CHOP2 coupled fluorogenic reporter, 485/531 | Potency, µM (doses to about 38.3 µM), for inactives: at the highest dose activity change, negative = inhibition, hits mostly inhibitors;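 further: potency means the concentration at half of the fitted maximal effect; plate controls were DMSO wells for no effect and full inhibition by NEM control for full effect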
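Deubiquitinase activity read as fluorescence (485/531 nm) after Ub-CHOP2 cleavage activates the enterokinase reporter on its substrate; USP2 core 10nM, Ub-CHOP2 and substrate 25nM each, 30min compound preincubation then 60min RT; data normalized to NEM, curves fitted.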
AT treatment = potential ataxia-telangiectasia treatment. […] A-T fibroblasts, KAP-1 phosphorylation AlphaLISA; neocarzinostatin DNA damage 30 min before lysis. Potency, µM (highest dose often 57.5 µM), without a hit: at the highest dose activation, actives largely listed as activators. actives 0.19% (n = 320,000). AID 485349; further: potency means the concentration at half of the fitted maximal effect; % of control where 0% means no effect; nearly all actives have a fitted effect of over 45% in size
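ATM-like activity read as KAP-1 phosphorylation via AlphaLISA donor/acceptor antibody pairs after lysis and 6 hr at 25C. Cells were ATM-null patient fibroblasts ([…], hTERT), dosed 60 min, then exposed to the DSB inducer NCS for 30 min.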
TCR act = T cell receptor activation; Potency, µM (top dose mostly 9.22 µM), inactives show at the highest dose activation of IL-2 secretion, hits mostly activators; 330,000 tested, under 10 active; primary human leukocytes, anti-CD3, IL-2 HTRF, 48 h; further: % of control where 0% means no effect
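Human primary leukocytes + a-CD3 beads + cpd, 48 hr; IL-2 in supernatant by HTRF (ex 320nm / em 665nm). No co-stimulatory signal supplied.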
TRPV1 ag = agonists of human vanilloid receptor 1 (TRPV1); TRPV1-expressing cells, Fluo-8 calcium influx, agonist mode; actives 0.19% (n = 320,000); activation, % at 8.33 µM; in the data active means activation above about 80%; inconclusive means between about 30% and that limit; further: 0% is about no effect
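Fluo-8 calcium influx in TRPV1-expressing cells, kinetic read (ex 480/em 520 nm). Compound added and read 3 min for agonist activity, followed by capsaicin at EC20 final and 2 min further read for enhancement.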
TSHR antag = human thyrotropin receptor antagonism; TSHR-expressing cells, TSH-stimulated cAMP HTRF, 2 h; active compounds read low; activity change, negative = inhibition, % at 11.5 µM; actives 0.2% (n = 330,000); P16473;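 active means activity change below a set negative limit, meaning inhibition stronger than a set level, cut at about -70% in these data; inconclusive means activity change between two set negative limits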; further: on the % scale 0 is the no-effect control and ±100 the full control effect
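Antagonism was scored as loss of TSH-driven cAMP in TSHR cells, stimulated with 4nM TSH (EC80) for 2 hours at 37 deg C and detected by homogeneous HTRF competition immunoassay.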
Eya2 inh = blocks the phosphatase activity of human Eya2; AID 488837; actives 0.006% (n = 330,000); recombinant Eya2, OMFP fluorescence dephosphorylation (OMFP is methylfluorescein phosphate); O00167; Potency, µM (series often up to 76.9 µM), for the others: at the highest dose activity, negative = inhibition, actives largely listed as inhibitors; further: potency means the concentration at half of the fitted maximal effect; on the % scale 0 is the no-effect control and ±100 the full control effect
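Eya2 protein (added as 0.2 uM solution) was preincubated with compound for 10 min at ambient temperature in 50 mM HEPES pH 7.5, 50 mM NaCl, 5 uM MgCl2, 0.05% BSA, 1 mM DTT. OMFP (added at 50 uM) then reacted 10 min; fluorescence read at 485/525 nm.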
hERG WT inh = blocks the wildtype human KCNH2 potassium channel; actives 0.37% (n = 340,000); U2OS, BacMam KCNH2, thallium flux FluxOr; active compounds read low; activity change, % at 1.84 µM; AID 720551;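 active means maximum activity change below -70%; inconclusive means maximum activity change between -70% and -50%; inactive means maximum activity change above -50%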; further: on the % scale 0 is the no-effect control and ±100 the full control effect
Target sequence (Q12809 whole entry, looked up): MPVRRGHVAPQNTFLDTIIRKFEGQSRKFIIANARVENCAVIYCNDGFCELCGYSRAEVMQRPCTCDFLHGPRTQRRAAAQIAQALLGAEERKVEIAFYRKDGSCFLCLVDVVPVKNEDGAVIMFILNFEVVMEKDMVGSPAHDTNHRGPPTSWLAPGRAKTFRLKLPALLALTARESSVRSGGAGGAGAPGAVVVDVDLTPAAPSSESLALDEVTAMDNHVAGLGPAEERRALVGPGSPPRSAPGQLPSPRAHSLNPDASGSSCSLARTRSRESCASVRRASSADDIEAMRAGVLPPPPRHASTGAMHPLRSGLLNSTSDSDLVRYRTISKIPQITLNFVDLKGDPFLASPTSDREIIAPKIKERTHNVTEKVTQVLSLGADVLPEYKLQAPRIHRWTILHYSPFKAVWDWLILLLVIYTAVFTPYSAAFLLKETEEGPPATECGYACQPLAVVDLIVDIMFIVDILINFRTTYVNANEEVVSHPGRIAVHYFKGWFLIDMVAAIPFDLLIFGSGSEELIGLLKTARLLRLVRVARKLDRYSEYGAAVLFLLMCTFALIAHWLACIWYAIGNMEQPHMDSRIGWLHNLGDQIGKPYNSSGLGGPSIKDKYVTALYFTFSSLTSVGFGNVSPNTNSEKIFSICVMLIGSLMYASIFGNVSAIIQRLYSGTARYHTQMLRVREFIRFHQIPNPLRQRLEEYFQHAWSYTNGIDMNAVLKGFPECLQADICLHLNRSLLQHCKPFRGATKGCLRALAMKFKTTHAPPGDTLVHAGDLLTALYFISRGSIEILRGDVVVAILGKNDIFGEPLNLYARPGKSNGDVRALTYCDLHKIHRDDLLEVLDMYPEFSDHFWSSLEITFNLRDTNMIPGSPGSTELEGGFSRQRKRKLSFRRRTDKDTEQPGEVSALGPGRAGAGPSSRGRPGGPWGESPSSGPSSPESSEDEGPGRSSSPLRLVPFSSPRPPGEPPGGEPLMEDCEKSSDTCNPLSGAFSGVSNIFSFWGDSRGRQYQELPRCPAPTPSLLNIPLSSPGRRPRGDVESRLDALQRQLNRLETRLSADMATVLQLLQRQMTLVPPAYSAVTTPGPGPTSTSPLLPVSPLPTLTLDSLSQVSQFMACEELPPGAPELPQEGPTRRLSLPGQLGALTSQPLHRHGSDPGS
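U2OS cells transduced with wild-type KCNH2 virus are loaded with FluxOr dye for 45 min, and thallium flux is measured in kinetic reads before and after stimulation buffer. Rate constants are normalized to DMSO controls.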
Mito fusion act = mitochondrial division inhibition or fusion activation. S. cerevisiae fusion-defective mutant growth rescue, CellTiterGlo 48 h. AID 485298. actives 0.23% (n = 320,000). Potency, µM (series often up to 46.1 µM), without a hit: top-dose growth rescue (activation), usual class: activators;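 further: potency means the concentration at half of the fitted maximal effect; % of control where 0% means no effect; nearly all actives have a fitted effect of over 45% in size; temperature-sensitive fusion mutants such as fzo1-1 at 37 °C on non-fermentable ethanol glycerol medium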
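Growth-rescue viability read-out: after 48 h at the non-permissive 37C in glycerol/ethanol YPEG, yeast mitochondrial fusion mutants are measured by CellTiterGlo luminescence; compounds (23 nl pinned per well) restoring growth score as division inhibitors or fusion activators.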
KCNH2 3.1 block = inhibitors of human KCNH2 3.1 potassium channel isoform. U2OS KCNH2 3.1, thallium flux FluxOr; active compounds read low. activity change, % (tested at about 1.8 µM). actives 0.95% (n = 340,000). AID 720553;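 active means maximum activity change below -70%; inconclusive means maximum activity change from -70% to -50%; inactive means maximum activity change above -50%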;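 further: thallium influx rate constant from kinetic fluorescence after stimulation buffer; on the % scale 0 is the no-effect control and ±100 the full control effect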
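Kinetic fluorescence (2 min after stimulation buffer) measures Tl+ influx through KCNH2 3.1 expressed by viral transduction in U2OS cells; the rate constant is normalized against DMSO controls serving as positive and negative references.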
Active calls of the source: *; ? = inconclusive; / = not tested or not shown; & = joins results of further samples; [ ] = another dose, or the depositor's remark. Unless noted, the call rests on the fitted dose curve; in most records, active means well fitted curve in the direction sought with a large enough effect; inconclusive means small, poorly fitted or top-dose-only effect, or another doubt; inactive means no such curve, though single readings can be large; an effect the other way counts as inactive or inconclusive.

SMILES	ELG1 repair inh	USP2a block	AT treatment	TCR act	TRPV1 ag	TSHR antag	Eya2 inh	hERG WT inh	Mito fusion act	KCNH2 3.1 block
COc1ccc(-c2nc(C#N)c(N3CCc4ccccc4C3)o2)cc1OC	?	1%	-6%	-1%	1	-32	-7%	-2	13%	22
O=C(NC12CC3CC(CC(C3)C1)C2)N1CCN(C(=O)c2ccco2)CC1	?	-2%	5%	4%	?	3	-4%	0	9%	/
O=C(CCC(=O)N(CC(=O)NC1CCCCC1)Cc1cccs1)Nc1ccccn1	-3%	4%	-4%	7%	5	8	4%	18	22%	6
O=C(NCC1CC1)Nc1cccc(Cl)c1	?	3%	10%	-11%	22	-3	3%	23	7%	-18
CC(C)CN(C(=O)c1cc(=O)[nH]c2ccccc12)c1c(N)n(Cc2ccccc2)c(=O)[nH]c1=O	14%	0%	7%	1%	0	0	-3%	-7	1%	-3
Nn1c(SCC(=O)Nc2ccc3c(c2)OCCO3)nnc1C(F)(F)F	7%	0%	-5%	-17%	0	0	-3%	-42	1%	-21
Cc1nnc(C)c2c(C)n(C(c3ccccc3)c3ccccc3)c(C)c12	-18%	-1%	5%	3%	13	2	-6%	-2	5%	-8
CCOC(=O)c1cc(-c2nnc(-c3ccc(Cl)cc3)o2)c(C)nc1C	0%	-1%	21%	11%	/	0	16%	-1	1%	-6
COCC(=O)N[C@@H]1c2cc(OC)c(OC)cc2C[C@H]1OCc1ccccc1	?	1%	-18%	-3%[46.1 µM]	/	3	-12%	-3	/	2
CC(=O)c1c(C)[nH]c(C(=O)NCc2cccc(Cl)c2)c1C	5%	-1%	11%	9%	7	8	-1%	2	1%	-11
CC(C(=O)Nc1ccccc1Cl)N(c1ccccc1)S(C)(=O)=O (configuration not stated)	7%	6%	6%	-1%	-2	7	10%	5	-5%	1
CN(C(=O)CSc1nnc(-c2ccc(C(C)(C)C)cc2)n1C)C1CCS(=O)(=O)C1 (configuration not stated)	24%	6%	-5%	-1%	2	17	20%	0	-4%	-8
O=C(NCC(=O)N1CCC2(CC1)NCCc1[nH]cnc12)c1ccc2ccccc2c1	14%	0%	-5%	0%	2	-5	9%	5	-2%	-3
CCCN(C(=O)c1cn(CC)c2nc(C)ccc2c1=O)c1c(N)n(Cc2ccccc2)c(=O)[nH]c1=O	6%	4%	18%	-4%	2	4	-4%	-7	-1%	-7
CCCCC(=O)Nc1cc(C)c(NC(=O)c2cccs2)cn1	-12%	2%	3%	/	1	-13	-10%	-9	-2%	0
O=c1[nH]c2c(oc3ccccc32)c(=O)n1Cc1ccccc1	0%	1%	11%	5%	3	-2	-17%	5	7%	4
COc1ccc(N(CC(=O)Nc2cccnc2)S(=O)(=O)c2ccccc2)cc1Cl	-16%	-3%	5%	-6%	27	5	8%	5	3%	15
Cc1nn(Cc2ccc(Cl)cc2)c(C)c1NC(=O)c1ccc([N+](=O)[O-])cc1	?	-4%	1%	4%[46.1 µM]	1	-28	-5%	14	8%	-16
CCCCC(=O)Nc1ccc(C(=O)N2CCN(c3ccccc3OC)CC2)cc1	1%	4%	-10%	-6%	0	-1	13%	-16	3%	-7
CCOC(=O)c1sc(NC(=O)CNCc2cccnc2)c(C(=O)OCC)c1C	-6%	-5%	-2%	13%	9	6	-1%	1	-1%	5

Fetched by compound from the entries so far:
SMILES	ELG1 repair inh	USP2a block	AT treatment	TCR act	TRPV1 ag	TSHR antag	Eya2 inh	hERG WT inh	Mito fusion act	KCNH2 3.1 block
O=C(NC12CC3CC(CC(C3)C1)C2)N1CCN(C(=O)c2ccco2)CC1	?	-2%	5%	4%	?	3	-4%	0	9%	/
Cc1nnc(C)c2c(C)n(C(c3ccccc3)c3ccccc3)c(C)c12	-18%	-1%	5%	3%	13	2	-6%	-2	5%	-8
CCOC(=O)c1sc(NC(=O)CNCc2cccnc2)c(C(=O)OCC)c1C	-6%	-5%	-2%	13%	9	6	-1%	1	-1%	5

(cont.)
SMILES	ELG1 repair inh	USP2a block	AT treatment	TCR act	TRPV1 ag	TSHR antag	Eya2 inh	hERG WT inh	Mito fusion act	KCNH2 3.1 block
O=C(COc1ccc2c(c1)CCC2)NCc1cccc(Cl)c1	10%	-1%	3%	1%[46.1 µM]	?	-30	2%	-13	-1%	8
Cc1c(C(=O)N2CCCCC2)oc2ccc(Br)cc12	?	0%	-13%	-2%	?	-12	1%	-2	13%	-11
CCC(=O)N/N=C(\C)CC(=O)Nc1cccc([N+](=O)[O-])c1	9%	3%	0%	-2%[46.1 µM]	0	-6	1%	12	-3%	/
CNC(=O)Nc1nnc(C(C)(C)C)s1	-2%	4%	-1%	-6%	0	2	7%	3	7%	-15
COc1cccc(C(=O)Nc2cccc(NC(C)=O)c2)c1	?	-1%	4%	1%	20	2	11%	-9	3%	1
Cc1ccc(-c2nnc(CSc3nnc(C)s3)o2)cc1	?	-1%	6%	-3%	9	-5	-4%	8	5%	7
COCCCn1c(C)cc(C(=O)COC(=O)CCc2nc3ccccc3c(=O)[nH]2)c1C	?	-2%	10%	-5%	10	4	0%	-2	-3%	1
CCOc1ccc(Nc2oc(-c3ccccc3Cl)nc2C#N)cc1	-12%	-5%	4%	12%	1	6	5%	-2	2%	-2
O=C(Nc1ccc(F)cc1)c1ccc(S(=O)(=O)NCc2cccnc2)cc1	?	1%	26%	10%	-5	-30	-3%	-1	-2%	-4
Cc1cccc(CSc2cccc3cccnc23)c1	?	3%	32%	-5%	7	6	6%	0	-4%	2
O=C(O)/C=C/C(=O)Nc1ccc(S(=O)(=O)N2CCCC2)cc1	-8%	-8%	12%	-80%	0	24	5%	3	-5%	3
CC(C)[C@H](NC(=O)c1ccccc1)C(=O)OCC(=O)Nc1ccc(S(=O)(=O)N2CCOCC2)cc1	-1%	-5%	14%	-1%	/	6	-16%	2	/	-10
Cc1nn2c(=O)cc(CSc3ccccc3NC(=O)c3ccccc3F)nc2s1	-1%	0%	2%	5%	1	10	2%	-6	12%	-20
CCN1CCN(c2nc3ccccc3nc2C(C#N)S(=O)(=O)c2ccc(C)c(C)c2)CC1 (configuration not stated)	-17%	-1%	2%	0%	-2	4	-6%	-9	-1%	5
C/C(CC(=O)Nc1cc(Cl)ccc1C)=N\NC(=O)C(=O)N1CCCC1	4%	-1%	-1%	-4%	-6	23	12%	-1	-11%	5
CC(C)C(=O)NC(=S)Nc1c(Cl)ccc2nsnc12	-7%	0%	-18%	9%	-1	-5	16%	3	-11%	1
Cn1c(NC(=O)c2cc(-c3ccc4c(c3)OCO4)nc3ccccc23)cc(=O)n(C)c1=O	?	2%	1%	7%	6	2	-3%	7	-4%	0
O=C(NC1CCCC1)c1ccc(Cl)c(S(=O)(=O)N2CCCCC2)c1	5%	2%	4%	4%	19	-12	18%	1	2%	6
O=C(c1ccc2[nH]c(=O)c(=O)[nH]c2c1)N1CCN(Cc2ccccc2)CC1	12%	2%	-3%	5%	-1	-8	-1%	-2	0%	-13
Cc1ccc(S(=O)(=O)N2CCCC(C(=O)NCCc3ccc4c(c3)OCO4)C2)cc1 (configuration not stated)	?	1%	3%	-2%	7	-3	0%	-9	3%	-4
CCc1ccc(NC(=O)COC(=O)CCC2CCCC2)cc1	17%	3%	1%	-5%	22	1	-13%	-1	5%	-30
CCOc1ccc(/C=C/C(=O)N(CC)CC(=O)Nc2ccc3c(c2)OCCO3)cc1OC	-30%	1%	0%	-1%	1	-1	-34%	4	-10%	-1
Cc1ccc(-c2nnc(N3CCC(C)CC3)c3ccccc23)cc1	-11%	0%	-2%	-9%	22	1	3%	15	-4%	-5
Cc1ccc(C)n1-n1cnc2scc(-c3cccs3)c2c1=O	4%	2%	9%	-1%	12	8	-25%	4	5%	7
Cc1nc(SCc2nc3ccc(Cl)cc3[nH]2)c2oc3ccccc3c2n1	?	12%	11%	-4%	/	-12	9%	/	/	/
COc1ccccc1C1(CC(=O)O)CCOC(C)(C)C1 (configuration not stated)	0%	5%	4%	-1%	-2	-7	-2%	-4	-1%	-1
Cn1ccc2cc(-c3csc(N4CCC(C(N)=O)CC4)n3)ccc21	12%	-1%&2%	-1%&-3%	-7%	/	15&-8	5%&-16%	/	3%	/
Oc1ccccc1C1=Nc2ccccc2N=C(c2cccs2)C1	0%	3%	5%	-5%	-2	34	12%	-2	-1%	-7
COc1ccc(-c2nc(-c3ccc4c(c3)OCO4)[nH]c2-c2ccc(OC)cc2)cc1	18µM*	-9%	-6%	3%[46.1 µM]	-7	-6	2%	-4	?	-8
Cc1ccnc(N2CCC(C(=O)Nc3cccc(C(F)(F)F)c3)CC2)n1	16µM*	-8%	5%	-9%	-3	-9	-14%	4	-7%	5
C/C(=N\NC(=O)c1cc2c(s1)CCC(C)C2)c1ccncc1 (configuration not stated)	18%	0%	-1%	1%[46.1 µM]	29	-5	-1%	4	12%	-6
OCc1nc(CO)n(Cc2ccccc2)n1	10%	-2%	1%	15%[46.1 µM]	0	-12	2%	-1	-3%	-2
Cc1cccc(NC(=O)Cn2c(=O)oc3ccccc32)n1	1%	4%	7%	5%	-4	9	9%	10	1%	6
Cc1cc(C)c(OCC(=O)NCCCn2nc(C)cc2C)c(C)c1	-5%	2%	6%	-4%	0	-3	20%	5	0%	11

An excerpt; rates above refer to the full screens.
